IEC-6 tox: counter-screen for KLF5 inhibitors: cytotoxicity in IEC-6 cells | IEC-6 cytotoxicity, luminescence viability | 290,000 tested, 0.78% active | inhibition, % at 5 µM; in the data active = inhibition above about 22%;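 also: 0% = plate median of test compound wells and 100% = cytotoxic reference compound wells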
KLF5 inh: kruppel-like factor 5 inhibition. DLD-1 KLF5 promoter-luciferase reporter, luminescence. inhibition, % at 5 µM. 290,000 tested, 0.23% active. AID 1700;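 active = inhibition above a per-plate limit of that plate's mean compound inhibition plus 3 SD, cut at about 60% in these data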;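 also: 0% = DMSO wells and 100% = LY294002 at 200 µM; higher means less KLF5 promoter-driven luciferase light; inactives centre near -14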
HSF1 inh: HSF1 inhibition | activity change, negative = inhibition, % at 7.5 µM (by protocol) | AID 2098 | 300,000 tested, 0.77% active | NIH3T3-HGL HSE-luciferase, MG132-induced, luminescence 8 h; active compounds read low;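 active = more than half of replicate wells show activity change below -50%, luminescence cut by over half; inconclusive = some wells, but at most half, below -50%; inactive = no replicate well below -50%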;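 also: luciferase reports HSF-1 transcriptional activity via heat shock element; 0% = median of DMSO wells and -100% = zero luminescence signal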
GSK3 alpha inh: blocks human GSK-3 alpha kinase; P49840; ADP-Glo luminescence, 60 min; inhibition, % at 10 µM; 320,000 tested, 0.1% active;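 in the data active = inhibition above about 50%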;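 also: GST-tagged GSK-3 alpha with peptide substrate and 25 µM ATP; 0% = DMSO neutral wells and 100% = GW8510 positive control wells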
Target sequence (P49840 whole entry, looked up): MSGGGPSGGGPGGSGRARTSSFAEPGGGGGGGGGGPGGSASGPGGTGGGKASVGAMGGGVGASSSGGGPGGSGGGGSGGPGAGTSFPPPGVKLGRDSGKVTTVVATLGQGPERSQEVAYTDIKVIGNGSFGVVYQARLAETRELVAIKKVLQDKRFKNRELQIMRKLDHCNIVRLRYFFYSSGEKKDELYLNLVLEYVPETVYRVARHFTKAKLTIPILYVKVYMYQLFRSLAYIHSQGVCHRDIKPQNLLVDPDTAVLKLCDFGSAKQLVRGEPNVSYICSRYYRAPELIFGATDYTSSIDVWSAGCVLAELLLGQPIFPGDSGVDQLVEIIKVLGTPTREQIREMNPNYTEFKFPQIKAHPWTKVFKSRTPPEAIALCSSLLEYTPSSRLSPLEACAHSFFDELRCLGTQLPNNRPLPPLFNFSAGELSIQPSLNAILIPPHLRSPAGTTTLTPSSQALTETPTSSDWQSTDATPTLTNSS
HSP90 refold inh: HSP90 refolding inhibition in rabbit reticulocyte lysate. 290,000 tested, 0.91% active. AID 1789. inhibition, % at 5.6 µM. luciferase refolding luminescence, 3 h;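 active = inhibition above the screen-wide mean plus 3 SD, computed separately per campaign, cut at about 16% in these data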;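 also: 0% = DMSO wells and 100% = 60 µM geldanamycin wells; inhibitors lower the luminescence because luciferase stays unfolded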
aSyn 5UTR inh: 5' untranslated region of α-synuclein, MLPCN primary screen; alpha-synuclein 5'UTR reporter, inhibitor activity; inhibition, % (tested at 7.5 µM); 300,000 tested, 0.82% active; in the data active = inhibition above about 60%; inconclusive = no clear call, values can overlap the other calls;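 also: H4 neuroglioblastoma cells stably carrying SNCA 5'UTR luciferase fusion; 0% = DMSO wells and 100% = positive control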
HSF1 activator: increases HSF-1 driven luciferase reporter signal. NIH3T3-HGL HSF-1 luciferase reporter, MG132, 8 h; 100% = twice DMSO control signal. activation, % at 9 µM. 300,000 tested, 1.7% active. AID 504408;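 active = mean replicate activation of at least 50% with a set share of replicates each reaching 50%; inconclusive = only one of those two conditions met; inactive = mean below 50% and too few replicates reaching it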;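 also: 0% = median of the neutral control wells and 100% = twice that signal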
AI-2 QS modul: modulates the Vibrio harveyi AI-2 quorum sensing system; AID 2094; 300,000 tested, 0.4% active; activity change, % at 7.5 µM; Vibrio harveyi JMH597 AI-2 luminescence/OD600 ratio, 9 h; active compounds read low; strain lacks LuxN and CqsS sensors; 0 = neutral-control median; in the data active = activity change below about -75%, passing the limit was not always enough; inconclusive = no clear call, values can overlap the other calls;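 also: luminescence divided by OD600 gain over 9 h not by final OD600 alone; inactives centre near 13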
HIF act: HIF pathway transcriptional activation; AID 1910; 300,000 tested, 0.32% active; U2OS HRE-luciferase reporter, luminescence; normalized: DMSO 0%, desferrioxamine 100%; activation, % at 7.5 µM (by protocol);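 active = mean activation of at least 10% of the iron chelator positive control signal, with at least half of replicates also reaching 10%; inconclusive = mean and replicate majority disagree about reaching 10%; inactive = mean and most replicates under 10%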
GSK3beta inhib: inhibitors of human GSK3beta kinase; P49841; GST-GSK3beta kinase, ADP-Glo luminescence, 60 min; active compounds read low; activity score (negative = inhibition), % at 10 µM; 300,000 tested, 0.038% active; AID 2097;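 active = more than half of replicate wells score below -50%, meaning over 50% inhibition versus plate controls; inconclusive = some replicates but at most half score below -50%; inactive = no replicate scores below -50%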;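 also: 0% = median DMSO wells and -100% = median GW8510 positive control wells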
Target sequence (P49841 whole entry, looked up): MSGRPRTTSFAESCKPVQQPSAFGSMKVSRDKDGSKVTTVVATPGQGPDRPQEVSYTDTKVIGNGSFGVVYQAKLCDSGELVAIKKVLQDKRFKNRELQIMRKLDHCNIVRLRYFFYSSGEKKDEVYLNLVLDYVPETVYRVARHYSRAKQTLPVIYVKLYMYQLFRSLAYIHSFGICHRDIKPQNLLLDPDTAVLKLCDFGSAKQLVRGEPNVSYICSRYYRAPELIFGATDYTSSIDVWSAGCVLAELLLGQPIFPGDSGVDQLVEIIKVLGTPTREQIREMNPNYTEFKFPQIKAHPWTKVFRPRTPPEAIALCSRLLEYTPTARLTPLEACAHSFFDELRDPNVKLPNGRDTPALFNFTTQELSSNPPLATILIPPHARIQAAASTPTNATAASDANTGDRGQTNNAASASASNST
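Test system – GST-tagged human GSK3beta kinase, cell-free · Incubation – 60 min enzyme reaction, room temperature · Signal – ADP-Glo luminescence · Also added – peptide substrate and ATP at 25 µM · Controls – DMSO neutral wells and GW8510 at 20 µM as positive · Buffer or medium – Tris/MgCl2 kinase buffer · Measure – Luminescence-derived activity versus plate DMSO and GW8510 wells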
Active calls of the source: *; ? = inconclusive; . = no result given.

molecule | IEC-6 tox | KLF5 inh | HSF1 inh | GSK3 alpha inh | HSP90 refold inh | aSyn 5UTR inh | HSF1 activator | AI-2 QS modul | HIF act | GSK3beta inhib
Cc1cc(-n2c(C)c3c(C)nnc(C)c3c2C)ccc1N | -5.2 | -27.5 | -44.9 | -0.7 | -2.7 | 16.6 | -57.3 | -0.3 | 3.2 | -5.0
Cc1ccn(-c2ccc([N+](=O)[O-])cc2)n1 | -3.3 | -21.5 | -2.5 | -2.6 | -3.3 | -0.7 | 0.1 | 13.5 | 0.1 | 1.8
CCCc1c(C)nc2c(Br)cccc2c1Cl | -8.7 | -19.0 | -9.3 | 7.0 | -3.4 | -14.7 | 10.3 | 30.1 | -0.4 | -2.5
O=C(CNC(=O)c1cccnc1)N/N=C/c1cc(Br)c(O)c(Br)c1 | -2.4 | -34.4 | ? | -2.0 | 2.7 | 18.2 | -61.6 | 28.5 | 1.9 | 1.5
CC(=O)c1cc(C#N)c(NCc2ccccc2)nc1C | -1.5 | -20.3 | 2.4 | 1.6 | -3.0 | 34.5 | 26.3 | 1.8 | -0.1 | -3.5
CC1CCN(CC(=O)Nc2ccc(S(=O)(=O)N3CCC(C)CC3)cc2)CC1 | -1.4 | -19.0 | -3.6 | 1.1 | -4.8 | 19.5 | 25.7 | 16.8 | -2.2 | -2.7
Nc1ccc(-c2cn3cccnc3n2)cc1 | 2.6 | -16.0 | -5.3 | . | 3.3 | -25.4 | 0.2 | 31.2 | 0.0 | 1.2
CC1(C)CC(NC(=O)c2cccc([N+](=O)[O-])c2)CC(C)(C)N1 | -5.9 | 5.2 | -1.2 | 0.0 | -5.7 | -0.7 | -1.8 | 9.6 | 0.6 | -4.5
Cc1ccc(-c2nc(CS(=O)(=O)CC(=O)N3CCc4ccccc4C3)c(C)o2)cc1 | 2.7 | -12.1 | 5.5 | -6.2 | -3.3 | 11.9 | 10.0 | 18.8 | 0.0 | 0.1
CC(C)c1ccc(C(CC(=O)O)NC(=O)c2cccs2)cc1 (stereo not drawn) | -4.1 | -15.4 | 2.0 | -1.0 | -2.3 | 5.6 | 8.7 | -3.2 | 0.0 | 1.7
COc1cc2c(cc1OC)C(C)N(C(=O)[C@@H](NC(=O)c1ccccc1)C(C)C)CC2 (stereo partly drawn) | -0.1 | 4.7 | -1.7 | -1.7 | -0.4 | 10.3 | -16.6 | 22.5 | 0.1 | -0.5
COc1cccc(/C=N/NC(=O)c2[nH]c(C)c(C(=O)N/N=C/c3cccc(OC)c3O)c2C)c1O | -7.4 | 21.0 | -20.0 | -4.6 | 32.0* | 49.3 | -30.0 | 4.7 | 1.6 | -1.2
Cc1ccc(NC2CCCN(C(=O)CCC(=O)c3ccccc3)C2)cc1C (stereo not drawn) | 6.9 | -6.2 | 9.9 | . | -3.5 | 7.9 | 23.3 | 19.2 | -1.6 | 1.3
COc1ccc(C(=O)c2ccccc2)c(OCC(=O)N(C)C)c1 | -9.9 | 4.5 | -7.4 | 0.7 | 9.2 | 13.0 | 2.8 | 19.6 | -0.2 | -0.8
Cn1c(CN2CCCCC2)nc2cc(NC(=O)c3ccccc3)ccc21 | -2.0 | -32.6 | -7.3 | -4.1 | -1.9 | -73.4 | 4.1 | 25.9 | 1.4 | 1.1
COc1ccccc1-c1n[nH]c2c1[C@H](C)CC[C@H]2C(C)C | -4.7 | -8.9 | 4.3 | -4.2 | -0.1 | 10.1 | 0.0 | 9.5 | -0.6 | -1.0
O=C(COc1ccccc1C(=O)c1cnn(-c2ccccc2)c1)Nc1ccccc1 | -3.5 | -13.3 | 5.4 | 5.0 | 2.8 | -72.6 | 5.7 | 24.5 | 0.8 | -2.0
C#CCOCCOCCOCCNc1nc(N2CCN(C(=O)[C@H](CCCCN)n3cc(C(N)CO)nn3)CC2)nc(N2CCN(C(=O)[C@H](CCC(=O)O)n3cc(C(N)CC(C)C)nn3)CC2)n1 (stereo partly drawn) | . | . | -3.8 | . | . | 0.2 | -11.6 | 23.6 | -2.0 | 0.4
CCOC(=O)c1ccc(NC(=O)CC2C(=O)N(c3ccccc3)C(=O)N2CCCOC)cc1 (stereo not drawn) | 1.7 | -11.5 | 6.3 | -0.3 | 5.8 | 17.2 | -4.0 | 22.0 | -0.3 | 0.1
Cn1c(=O)c2c(nc(NCc3ccc4c(c3)OCO4)n2Cc2ccccc2)n(C)c1=O | 0.1 | -1.4 | -4.2 | -11.3 | -2.5 | 18.0 | -18.5 | 31.2 | -0.1 | -7.7
C=CC(=O)NC(C)(C)Cc1ccccc1 | -13.9 | -24.9 | ? | -1.7 | -5.5 | 9.4 | -31.0 | 21.6 | -0.2 | -6.1
COc1ccc(NCC(O)COc2ccc(C(C)(C)C)cc2)cc1 (stereo not drawn) | -1.5 | -13.1 | -6.0 | -2.2 | -0.9 | -8.6 | 11.5 | 30.5 | -1.0 | -2.5
COc1ccccc1N(C)S(=O)(=O)c1ccc(C(=O)O)cc1 | -3.4 | -40.5 | -1.2 | . | -0.7 | -9.0 | -13.1 | -5.6 | -0.1 | -0.6
Cc1ccc2oc(=O)c3cnn(CC(=O)N4CCCCCC4)c3c2c1 | -6.1 | -9.8 | -4.8 | 9.1 | -2.7 | -1.9 | 3.8 | 14.3 | -0.2 | -8.2
COc1ccc(N2CCCC2=N)c(OC)c1 | -3.6 | 0.7 | 5.8 | -1.2 | -1.5 | 6.7 | 41.0 | 10.8 | -0.4 | 2.1
Cc1[nH]c(=O)[nH]c(=O)c1S(=O)(=O)Nc1ccc(F)c([N+](=O)[O-])c1 | 0.6 | -12.4 | 1.5 | 6.2 | 0.9 | -2.7 | -6.5 | 31.9 | -0.9 | 1.6
O=C(/C=C/c1ccc(F)cc1)NCC1(c2ccccc2)CCOCC1 | 12.8 | -20.8 | 11.0 | 2.8 | 10.2 | 14.7 | 6.1 | 28.8 | 0.2 | 1.0
Cc1ccc(C)c(N2CCN(CCCNC(=O)Cn3cc4c(n3)CCC(C)C4)CC2)c1 (stereo not drawn) | -8.2 | -10.4 | -12.4 | -1.0 | -1.2 | 36.0 | -22.1 | 14.9 | -0.4 | -2.2
O=C(CSc1nc2ccccc2nc1N1CCCCC1)Nc1ccc(F)cc1 | -2.6 | 5.0 | 9.9 | -2.6 | 3.6 | 7.9 | 2.3 | 14.6 | -0.2 | -1.8
O=C(Nc1ccccc1C(=O)NCCc1ccccc1)c1ccco1 | -10.0 | -50.2 | -8.1 | -1.7 | -2.5 | -10.9 | -13.7 | 11.4 | 2.0 | 0.4
Cc1cc(C)c(S(=O)(=O)Nc2ccc(C(N)=O)cc2)c(C)c1 | -3.9 | -4.8 | 1.8 | 13.1 | -2.9 | 8.2 | 1.4 | 30.0 | -0.3 | 3.1
COc1cccc(-n2cc(CNC(=O)C3CCC(=O)N(C4CC4)C3)cn2)c1 (stereo not drawn) | -6.0 | -29.3 | -3.1 | -2.8 | 2.1 | -6.3 | -0.2 | 17.2 | 0.6 | -0.3
Cc1coc2cc3oc(=O)c(CCC(=O)N4C[C@H]5C[C@@H](C4)c4cccc(=O)n4C5)c(C)c3cc12 | 9.5 | -13.4 | -0.8 | 3.8 | -5.1 | 1.0 | 3.3 | 18.5 | 0.3 | 2.1
CCN1C(=O)[C@@H]2[C@H](C1=O)[C@@H]1CC(C(=O)OC)=C[C@@H](C(=O)OC)C3C1=C(C(=O)C3(CC)CC)[C@@H]2C (stereo partly drawn) | . | . | 3.5 | -2.2 | . | 0.0 | 1.2 | 6.7 | -0.3 | -0.9
CCC1=C(OC(=O)N(CC)CC)N2C(=O)OC(=NCC(=O)OC)[C@]2(C)[C@H]2C1=CC[C@H]1C(=O)NC(=O)[C@H]12 | . | . | -2.4 | 0.0 | . | -11.7 | 9.2 | 9.0 | -0.1 | 3.0
Cc1cccc2nc(CSc3nnc(N)s3)cn12 | 0.8 | -20.8 | -7.8 | -2.2 | -0.8 | -32.8 | 4.5 | -1.3 | 1.1 | -0.7
Cc1ccccc1OCc1nnc2n1CC(C)S2 (stereo not drawn) | 1.5 | -27.1 | -5.7 | -1.1 | -1.8 | 8.5 | -4.0 | 13.3 | 0.0 | 0.0
CC(C)C[C@H](NC(=O)c1nc[nH]c1C(=O)NCc1ccc(CNC(=O)OC(C)(C)C)cc1)C(=O)OCc1ccccc1 | -2.8 | -15.1 | -4.0 | -3.2 | 5.5 | -1.0 | -0.4 | 15.3 | 0.6 | 1.6
CCC(C)NC(=O)c1cc(C)no1 (stereo not drawn) | 1.0 | -12.1 | -3.7 | -1.0 | 7.2 | 4.7 | -9.5 | 6.7 | 0.1 | -6.0
CCOC(=O)C1=NN(c2cccc(C)c2)C2(S1)SC(C(C)=O)=C(C)N2c1ccccc1 (stereo not drawn) | -2.3 | -8.3 | 7.1 | 1.0 | -2.5 | 15.3 | 8.9 | 37.1 | 0.0 | 5.8

As a short view, part of the list above:
molecule | IEC-6 tox | KLF5 inh | HSF1 inh | GSK3 alpha inh | HSP90 refold inh | aSyn 5UTR inh | HSF1 activator | AI-2 QS modul | HIF act | GSK3beta inhib
CCC(C)NC(=O)c1cc(C)no1 (stereo not drawn) | 1.0 | -12.1 | -3.7 | -1.0 | 7.2 | 4.7 | -9.5 | 6.7 | 0.1 | -6.0
CCOC(=O)C1=NN(c2cccc(C)c2)C2(S1)SC(C(C)=O)=C(C)N2c1ccccc1 (stereo not drawn) | -2.3 | -8.3 | 7.1 | 1.0 | -2.5 | 15.3 | 8.9 | 37.1 | 0.0 | 5.8

Remaining list, next part
molecule | IEC-6 tox | KLF5 inh | HSF1 inh | GSK3 alpha inh | HSP90 refold inh | aSyn 5UTR inh | HSF1 activator | AI-2 QS modul | HIF act | GSK3beta inhib
COc1ccc(S(=O)(=O)N2CCCC(C(=O)NCc3ccco3)C2)cc1Cl (stereo not drawn) | -2.4 | -3.5 | -4.0 | 1.8 | 3.9 | 17.1 | 9.2 | 10.8 | 0.1 | -7.6
COc1cc(CNCc2ccncc2)cc(OC)c1OC | -7.4 | -31.6 | -5.7 | 0.8 | -1.9 | 8.0 | 5.8 | 30.0 | -13.1 | 0.0
O=C(OC(C(=O)c1c[nH]c2ccccc12)c1ccccc1)c1cnccn1 (stereo not drawn) | 2.7 | 5.2 | -0.5 | 5.3 | 4.0 | -3.9 | -2.1 | 22.3 | 0.0 | 1.1
CCC(C)NC(=O)c1cc(Sc2nnc(C)s2)nc2ccccc12 (stereo not drawn) | 2.1 | -25.2 | -7.4 | 0.0 | -6.5 | -66.6 | -8.0 | 17.6 | -1.0 | 2.2
O=C(Nc1nccs1)c1ncc(Cl)c(Cl)c1Cl | 2.9 | -7.8 | -9.2 | 1.1 | -6.8 | -75.7 | 11.4 | 12.2 | 1.5 | -1.4
Cc1ccc(Cn2c(NS(=O)(=O)c3ccccc3)nc3ccccc32)cc1 | 2.0 | -9.7 | 6.9 | -3.3 | 2.1 | -2.7 | 10.9 | 5.3 | -0.1 | 0.3

High-throughput results from PubChem BioAssay.
